# Source: PubChem (several laboratories)
# FXIIa inh 1536 – factor XIIa (human) inhibition | AID 800 | inhibition, % at 5 µM | purified FXIIa, Boc-QGR-AMC fluorogenic substrate, 2 h | 0.3% of 220,000 active; in the data active = inhibition above about 40%;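 also: 0% = enzyme with no compound and 100% = blank without enzyme; many of its hits are not listed in these tables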
# Target sequence (P00748 20-372 limits assumed): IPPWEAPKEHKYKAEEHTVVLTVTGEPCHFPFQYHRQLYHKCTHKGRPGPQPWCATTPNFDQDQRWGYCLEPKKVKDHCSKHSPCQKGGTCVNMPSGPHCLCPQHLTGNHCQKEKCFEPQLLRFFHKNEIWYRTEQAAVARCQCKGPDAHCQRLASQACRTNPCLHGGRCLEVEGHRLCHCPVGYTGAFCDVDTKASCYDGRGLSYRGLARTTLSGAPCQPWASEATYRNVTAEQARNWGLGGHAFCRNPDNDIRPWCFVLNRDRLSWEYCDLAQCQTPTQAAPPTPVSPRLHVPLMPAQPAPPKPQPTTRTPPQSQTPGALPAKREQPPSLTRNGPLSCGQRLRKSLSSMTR
# Target sequence (P00748 373-615 limits assumed): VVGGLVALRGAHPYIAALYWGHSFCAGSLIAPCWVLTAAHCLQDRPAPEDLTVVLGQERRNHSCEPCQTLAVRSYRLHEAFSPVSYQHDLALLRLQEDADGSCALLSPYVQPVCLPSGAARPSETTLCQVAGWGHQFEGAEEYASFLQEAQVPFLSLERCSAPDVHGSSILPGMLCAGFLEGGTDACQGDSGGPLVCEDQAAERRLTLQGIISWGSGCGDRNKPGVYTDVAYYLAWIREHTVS
# MDM2 E3 inh – Mdm2 E3 ligase (human) inhibition. Q00987. cell-based MDM2 ubiquitination luciferase reporter, 2 h; 0 = plate control, 100 = twice control, blank-subtracted. signal enhancement, % at 5 µM. 0.11% of 210,000 active;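 active = signal enhancement of 30% or more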;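 also: luminescence tracks abundance of the self-degrading MDM2-luciferase fusion protein; higher signal means inhibition of MDM2 E3 ligase activity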
#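 Timing – 2 h compound exposure at 37 °C · Assay system – mammalian cells stably expressing self-ubiquitinating, self-degrading MDM2 E3–luciferase fusion · Amount – 2000 cells seeded into each well · Measure – % luminescence enhancement versus blank-corrected plate control mean · Measured by – SteadyLite luminescence, 15 min reagent step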
# hK5 inh – blocks human kallikrein 5 protease activity; inhibition, % at 5 µM; recombinant hK5, fluorogenic AMC substrate cleavage; 0.59% of 210,000 active; Q9Y337;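 active = inhibition of 40% or more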;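 also: 0% = enzyme controls without compound and 100% = no-enzyme blanks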
# Rad51 HR inh – blocks human Rad51 in homologous recombination; Q06609; hRad51 DNA strand exchange, fluorescence dequenching; inhibition, % at 10 µM; 0.085% of 200,000 active; AID 1385;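 active = inhibition above 40% at the single screening dose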;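 also: 0% = DMSO control wells and 100% = blanks with heterologous ssDNA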
# Target sequence (Q06609 whole entry, looked up): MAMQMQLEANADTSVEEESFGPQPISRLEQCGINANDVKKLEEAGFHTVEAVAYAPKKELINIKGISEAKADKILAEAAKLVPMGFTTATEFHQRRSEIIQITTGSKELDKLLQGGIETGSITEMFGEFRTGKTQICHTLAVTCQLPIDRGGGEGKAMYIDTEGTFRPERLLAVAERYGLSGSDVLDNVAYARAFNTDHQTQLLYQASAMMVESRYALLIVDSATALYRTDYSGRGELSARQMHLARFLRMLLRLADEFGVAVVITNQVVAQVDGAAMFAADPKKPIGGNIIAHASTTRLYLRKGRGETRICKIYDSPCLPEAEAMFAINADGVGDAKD
#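 material = hRad51 filaments on single-stranded DNA | reagent = Donor/quencher-labelled 47-bp dsDNA substrate | compound = 10 µM final, single point | schedule = strand-exchange reaction 15 min at room temperature | measured by = fluorescein emission 520 nm, excitation 485 nm | read-out basis = % inhibition versus plate control and blank means | benchmarks = plate controls and plate blanks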
# Wee1 stabilizer – inhibitors of human Wee1 degradation | HeLa Luc-Wee1K328M stability, luciferase luminescence; 100% = proteasome inhibitor MG132 effect | 1.2% of 220,000 active | AID 1321 | reporter increase, % at 5 µM;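 active = activation above the mean of all tested compounds plus 3 SD, set per screening run, cut at about 8.8% in these data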;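 also: cells exposed to compound for 20 h before luminescence read; 0% = DMSO alone and 100% = MG132 at 30 µM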
# FXIa inh – inhibitors of human coagulation factor XIa | P03951 | purified FXIa, Boc-Glu-Ala-Arg-AMC fluorogenic substrate | inhibition, % at 5 µM | 0.14% of 220,000 active;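 active = inhibition of at least 40%; inactive = inhibition below 40%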;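 also: fluorescence of freed AMC excited at 355 nm; 0% = enzyme without compound and 100% = no enzyme blank; many of its hits are not listed in these tables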
# 14-3-3 Bad inh – disrupts binding of bovine 14-3-3 zeta to phospho-Bad peptide | AID 781 | TR-FRET 14-3-3zeta/Dy647-pBad peptide displacement, 1 h | inhibition, % at 21.7 µM | 0.71% of 220,000 active | P63103;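 active = inhibition above about 70%, limit read from the data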;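 also: 0% = full 14-3-3 plus peptide FRET controls and 100% = background without 14-3-3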
# eIF4E-4G inh – blocks eIF4E binding to eIF4G; inhibition, % at 21.7 µM; P63073+Q04637; 0.37% of 220,000 active; TR-FRET eIF4E-eIF4GI(517-606) binding, 2 h;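 active = inhibition above about 30%, limit read from the data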;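 also: 0% = full FRET control wells and 100% = background wells lacking eIF4GI fragment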
# p97 ATPase inh – blocks human p97 ATPase activity; AID 1481; 0.42% of 220,000 active; inhibition, % at 8 µM; recombinant p97 ATPase, Kinase-Glo ATP luminescence, 3 h; P55072; in the data active = inhibition above about 15%;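 also: 0% = DMSO vehicle and 100% = wells lacking enzyme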
# * = called active by the depositor; nt = not tested or not shown; & = joins results of further samples; [ ] = dose if it differs, or a comment. The list is partial, so the mix of outcomes need not match the whole.
1	CC[n+]1c(C)sc2cc(OC)ccc21
2	CCC(C)n1ncn(-c2ccc(N3CCN(c4ccc(OCC5COC(Cn6cncn6)(c6ccc(Cl)cc6Cl)O5)cc4)CC3)cc2)c1=O (stereo unspecified)
3	COc1cc2c(cc1OC)C(=O)C(CC1CCN(Cc3ccccc3)CC1)C2 (stereo unspecified)
4	CC[N+](C)(CC)CCOC(=O)C(O)(c1ccccc1)C1CCCCC1 (stereo unspecified)
5	Cc1ccc(CN2CCN(Cc3cccc4nccnc34)CC2CCO)cc1 (stereo unspecified)
6	CCOc1ccc(C(=O)OCCN(CC)CC)cc1
Assay by compound | 1 | 2 | 3 | 4 | 5 | 6
FXIIa inh 1536 | -0.9 | nt | nt | 14.1 | 6.0 | 10.2
MDM2 E3 inh | -19.4 | nt | nt | nt | -15.4 | -8.6
hK5 inh | -19.7 | nt | nt | -12.5 | 1.3 | 4.5
Rad51 HR inh | 3.2 | -6.4 | nt | 9.6 | nt | 11.2
Wee1 stabilizer | -2.9 | -3.4 | -1.2 | -2.1 | -0.4 | -0.5
FXIa inh | -5.9 | nt | nt | 5.1 | 19.2 | -3.8
14-3-3 Bad inh | -3.1 | -2.3&-4.1 | 8.5 | -7.1 | -8.5 | 1.3[fluorescence artefact?]
eIF4E-4G inh | -2.1 | 4.0&-3.8 | -1.5 | 0.4 | 1.3 | 1.1[fluorescence artefact?]
p97 ATPase inh | -3.1 | -3.0 | -2.9 | 7.7 | 3.0 | -0.8

7	C[C@]12CCC(=O)C=C1CC[C@@H]1[C@@H]2CC[C@@]2(C)[C@H]1CC[C@]2(O)C(=O)CO
8	Oc1ccc(/C=C/c2cc(O)cc(O)c2)cc1
9	O=C(c1ccc(F)cc1)C1CCN(CCn2c(=O)[nH]c3ccccc3c2=O)CC1
10	CC(COc1ccccc1)NC(C)C(O)c1ccc(O)cc1 (stereo unspecified)
11	c1ccc(CN(CC2=NCCN2)c2ccccc2)cc1
12	COc1ccccc1N1CCN(CCCNc2cc(=O)n(C)c(=O)n2C)CC1
Assay by compound | 7 | 8 | 9 | 10 | 11 | 12
FXIIa inh 1536 | 13.2 | 10.9 | 7.7 | 4.6 | 13.9&11.8 | nt
MDM2 E3 inh | nt | nt | 4.9 | nt | nt | nt
hK5 inh | -6.4 | -8.9 | 0.8 | -8.7 | -11.4&-9.7 | nt
Rad51 HR inh | 5.5 | -8.7 | 5.6 | 0.9 | 6.3&-0.1 | -5.3
Wee1 stabilizer | 0.9 | 5.4 | nt | 0.8 | -1.3&-3.1 | 0.4
FXIa inh | 17.8 | 4.6 | 1.0 | 7.1 | 9.7&2.6 | nt
14-3-3 Bad inh | -4.6 | 0.7 | 5.8 | -8.8 | -3.3&-5.9 | 33.9
eIF4E-4G inh | -0.5 | 0.8 | -19.2 | -3.4 | -3.4&-1.2 | 4.9
p97 ATPase inh | 1.3 | 12.0 | nt | 10.3 | 3.1&3.1 | 4.2

# Brought forward from above: two entries; new compounds follow.
11	c1ccc(CN(CC2=NCCN2)c2ccccc2)cc1
12	COc1ccccc1N1CCN(CCCNc2cc(=O)n(C)c(=O)n2C)CC1
13	CCN(CC)CCOC(=O)C1(c2ccccc2)CCCC1
14	c1ccc(CC2=NCCN2)cc1
15	NC(=O)c1cccc(-c2cc(Nc3ccc(OC(F)(F)F)cc3)ncn2)c1
16	Cc1nc2ccccn2c(=O)c1CCN1CCC(C(=O)c2ccc(F)cc2)CC1
17	C1CCC(C(CC2CCCCN2)C2CCCCC2)CC1 (stereo unspecified)
18	COc1cc2c(c(OC)c1OC)-c1c(cc3c(c1OC)OCO3)[C@@H](OC(C)=O)[C@H](C)[C@H](C)C2
Assay by compound | 11 | 12 | 13 | 14 | 15 | 16 | 17 | 18
FXIIa inh 1536 | 13.9&11.8 | nt | 6.5 | -5.3 | 0.3 | 9.9 | 9.1 | 8.5
MDM2 E3 inh | nt | nt | -8.0 | 1.5 | 0.2 | nt | nt | -15.5
hK5 inh | -11.4&-9.7 | nt | -12.9 | 4.4 | 1.8 | -3.1 | -12.4 | 0.0
Rad51 HR inh | 6.3&-0.1 | -5.3 | 3.9 | 5.1 | -2.9 | -11.2 | 0.0 | -2.0
Wee1 stabilizer | -1.3&-3.1 | 0.4 | -1.2 | 1.3 | nt | 5.5 | -0.9 | nt
FXIa inh | 9.7&2.6 | nt | 1.3 | -22.4 | -6.9 | 5.7 | 7.8 | 0.1
14-3-3 Bad inh | -3.3&-5.9 | 33.9 | 8.3[fluorescence artefact?] | -0.8 | 6.0 | -0.2 | 8.7 | -3.9
eIF4E-4G inh | -3.4&-1.2 | 4.9 | -0.7[fluorescence artefact?] | 0.3 | 1.1 | -0.6 | 6.3 | -3.3
p97 ATPase inh | 3.1&3.1 | 4.2 | 0.9 | -5.8 | nt | 7.9 | 0.9 | nt

# Screen by screen, from the results shown:
# eIF4E-4G inh, entries 14 to 18, in order: 0.3, 1.1, -0.6, 6.3, -3.3
# MDM2 E3 inh, entries 14 to 18, in order: 1.5, 0.2, nt, nt, -15.5

# Further records.
19	O=C(NCCc1c[nH]c2ccccc12)c1cccnc1
20	O=C(CCN1CCC(c2ccccc2)C1)c1ccc2c(c1)OCCO2 (stereo unspecified)
21	COc1ccc(/C=C/C(=O)Nc2ccccc2C(=O)O)cc1OC
22	Cc1cc(-c2ccccc2)nnc1NCCN1CCOCC1
23	CN1CCN(CCC(=O)N2c3ccccc3Sc3ccc(C(F)(F)F)cc32)CC1
24	CCOc1ccc(NC(=O)Cn2cc(C(=O)c3ccco3)c3ccccc32)cc1
Assay by compound | 19 | 20 | 21 | 22 | 23 | 24
FXIIa inh 1536 | 6.9 | 7.6 | 17.8 | 12.1 | 11.1 | 15.4
MDM2 E3 inh | -17.6 | -2.0 | nt | nt | -4.9 | -5.1
hK5 inh | -21.6 | 0.6 | -6.8 | 1.2 | -2.1 | -8.6
Rad51 HR inh | -5.8 | -4.5 | -2.7 | -4.8 | 0.9 | -3.5
Wee1 stabilizer | 0.6 | 0.0 | -2.6&-5.2 | -2.4 | -1.2 | -0.8
FXIa inh | -6.2 | -1.8 | 8.1 | 8.3 | -3.7 | -0.8
14-3-3 Bad inh | 5.6 | 7.0 | 2.9&5.8 | 9.1 | 80.2* | 5.4
eIF4E-4G inh | 2.2 | 7.3 | 0.8&-3.4 | 0.6 | -2.6 | -3.1
p97 ATPase inh | 6.2 | 4.2 | 5.2&2.4 | 7.0 | -6.2 | -5.8

# Reformatted: five of the compounds above.
# Order of values – FXIIa inh 1536 | MDM2 E3 inh | hK5 inh | Rad51 HR inh | Wee1 stabilizer | FXIa inh | 14-3-3 Bad inh | eIF4E-4G inh | p97 ATPase inh
(4) CC[N+](C)(CC)CCOC(=O)C(O)(c1ccccc1)C1CCCCC1 (stereo unspecified)
  14.1 | nt | -12.5 | 9.6 | -2.1 | 5.1 | -7.1 | 0.4 | 7.7
(16) Cc1nc2ccccn2c(=O)c1CCN1CCC(C(=O)c2ccc(F)cc2)CC1
  9.9 | nt | -3.1 | -11.2 | 5.5 | 5.7 | -0.2 | -0.6 | 7.9
(24) CCOc1ccc(NC(=O)Cn2cc(C(=O)c3ccco3)c3ccccc32)cc1
  15.4 | -5.1 | -8.6 | -3.5 | -0.8 | -0.8 | 5.4 | -3.1 | -5.8
(3) COc1cc2c(cc1OC)C(=O)C(CC1CCN(Cc3ccccc3)CC1)C2 (stereo unspecified)
  nt | nt | nt | nt | -1.2 | nt | 8.5 | -1.5 | -2.9
(19) O=C(NCCc1c[nH]c2ccccc12)c1cccnc1
  6.9 | -17.6 | -21.6 | -5.8 | 0.6 | -6.2 | 5.6 | 2.2 | 6.2

# The listing continues.
25	CN(C)CCOC(C)(c1ccccc1)c1ccccn1 (stereo unspecified)
26	CC(=O)NC(Cc1ccccc1)C(=O)O (stereo unspecified)
27	C/C=C(/C)C(=O)O[C@@H]1c2c(ccc3ccc(=O)oc23)OC(C)(C)[C@@H]1OC(=O)/C(C)=C\C
28	CCN(CC)CCNC(=O)c1cc(Cl)c(N)cc1OC
29	OCCN1CCN(CCCN2c3ccccc3Sc3ccc(Cl)cc32)CC1
30	Cc1c(NC(=O)c2cccnc2)c(=O)n(-c2ccccc2)n1C
31	O=C(CCNNC(=O)c1ccncc1)NCc1ccccc1
Assay by compound | 25 | 26 | 27 | 28 | 29 | 30 | 31
FXIIa inh 1536 | 10.6 | 16.9 | 9.0 | 10.1 | 5.2 | 11.8 | 11.0
MDM2 E3 inh | nt | -13.0 | nt | nt | nt | -2.5 | nt
hK5 inh | -10.9 | -12.9 | -13.2 | -12.6 | -11.7 | 0.6 | -9.4
Rad51 HR inh | 0.1 | -2.1 | 9.5 | 8.9 | 2.3 | 14.4 | -3.0
Wee1 stabilizer | 3.8&0.0 | 1.6 | 3.2 | -3.6 | 0.2 | 2.3 | -0.5
FXIa inh | 11.0 | -0.3 | 4.8 | 6.8 | -2.5 | -3.4 | 4.3
14-3-3 Bad inh | -0.5&1.4 | 11.0 | 6.4[fluorescence artefact?] | 0.5 | 2.5 | -3.8 | 1.3
eIF4E-4G inh | -0.6&1.1 | 12.0 | 3.1[fluorescence artefact?] | -1.5 | 7.8 | 1.6 | 12.4
p97 ATPase inh | 4.0&-0.8 | 5.8 | -1.3 | 8.1 | -5.7 | 5.4 | 6.9
